Source: PubChem (The Scripps Research Institute Molecular Screening Center)
ADAM17 inh – ADAM17 inhibition, QFRET primary screen | P78536 | recombinant ADAM17, EDANS/DABCYL FRET peptide cleavage | inhibition, % at 6.95 µM | 370,000 compounds, 0.83% hits | AID 720648;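 active = inhibition above the mean of compounds lying between control limits plus 3 SD, set per campaign, cut at about 8.5% in these data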;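 also: 0% = DMSO-only wells as the low control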
hgDAF12 agonist – hgDAF-12 agonism, primary luciferase screen; HEK293 GAL4-hgDAF12 UAS-luciferase reporter, agonist luminescence; normalized to butyrate control; activation, % at 6.8 µM; 370,000 compounds, 1.8% hits;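 active = activation above a cutoff set at the mean of all screened compounds plus 3 SD, cut at about 10% in these data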;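 also: 0% = DMSO wells and 100% = sodium butyrate wells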
ssDAF12 agonist – activators of S. stercoralis DAF-12 nuclear receptor; activation, % at 6.8 µM; HEK293 ssDAF-12/GRIP1 lit1-tk-luc reporter, luminescence; % of 3 µM dafachronic acid response; 370,000 compounds, 1% hits;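 active = activation above the mean over all tested compounds plus 3 SD, cut at about 0.9% in these data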;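 also: 0% = DMSO-only wells and 100% = 3 µM delta7-dafachronic acid wells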
hcDAF-12 act – activators of H. contortus DAF-12 nuclear receptor; 370,000 compounds, 1.4% hits; HEK293 hcDAF-12 lit1-tk-luc reporter, luminescence; 0% DMSO, 100% Δ7-dafachronic acid; AID 652067; activation, % at 6.8 µM;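 active = activation above the mean of all tested compounds plus 3 SD, cut at about 5.5% in these data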;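 also: 100% = response to 3 µM Δ7-dafachronic acid high control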
ADAM10 inh – inhibitors of human ADAM10; recombinant ADAM10, EDANS/DABCYL FRET peptide cleavage, 3 h; inhibition, % at 7 µM; 370,000 compounds, 0.62% hits; AID 720582;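 active = inhibition above a per-campaign cutoff equal to the mean of compounds falling between control-based bounds plus 3 SD, cut at about 20% in these data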;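 also: 0% = DMSO wells while the 100% control is not disclosed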
GAA850 FXN act – frataxin GAA850 promoter activation | HEK293 lucGAA850 FXN promoter luciferase reporter, 24 h; percent of 10 µM SAHA response | activation, % at 6 µM | 360,000 compounds, 0.56% hits;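 active = activation above the average of all compounds screened plus 3 SD, cutoff fixed separately per campaign, cut at about 7.5% in these data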;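 also: 0% = DMSO wells and 100% = 10 µM SAHA wells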
DAX1 inh-1 – inhibitors of human orphan nuclear receptor DAX1 (NR0B1); inhibition, % at 6.75 µM; HEK293 Gal4-DAX1 luciferase reporter, luminescence; AID 504766; 340,000 compounds, 0.99% hits; P51843;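 active = inhibition above the mean over all tested compounds plus 3 SD, cut at about 4.2% in these data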;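 also: 0% = DAX1-transfected cells with DMSO and 100% = empty-vector control cells with DMSO; inhibition shows as a rise in luminescence from relieved DAX1 repression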
Target sequence (P51843 207-470 limits assumed): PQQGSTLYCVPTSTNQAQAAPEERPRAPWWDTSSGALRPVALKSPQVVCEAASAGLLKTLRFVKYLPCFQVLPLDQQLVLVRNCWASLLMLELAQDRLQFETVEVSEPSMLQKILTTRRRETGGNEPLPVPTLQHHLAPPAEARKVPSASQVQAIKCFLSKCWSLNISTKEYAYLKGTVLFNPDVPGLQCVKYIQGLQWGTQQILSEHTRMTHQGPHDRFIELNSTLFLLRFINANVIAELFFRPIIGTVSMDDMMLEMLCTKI
DAX1 inh-2 – blocks DAX1 repression of SF-1 activated StAR promoter; HEK293T StAR-luciferase reporter, SF-1/DAX-1 repression relief; inhibition, % at 6.8 µM; 370,000 compounds, 1.1% hits; AID 652010;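 active = inhibition above the mean over all tested compounds plus 3 SD, cut at about 3.6% in these data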;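 also: 0% = DAX-1 cells with DMSO and 100% = cells lacking DAX-1 with DMSO; higher inhibition means more luminescence from relief of DAX-1 repression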
PLCg1 inh – PLC-gamma1 (human) inhibition, primary screen. P19174. AID 720700. inhibition, % at 12.2 µM. 370,000 compounds, 0.84% hits. purified PLC-gamma1, fluorogenic substrate, fluorescence; in the data active = inhibition above about 9.5%
HGIII-sPLA2 inh – Blocks human group III sPLA2 activity | QFRET BODIPY PC-A2 liposome hydrolysis, fluorescence | Q9NZ20 | inhibition, % at 12.2 µM | 370,000 compounds, 0.56% hits | AID 743126;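 active = inhibition above mean plus 3 SD of compounds lying within the high and low control bounds, cut at about 19% in these data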;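 also: 0% = median of test compound wells and 100% = no enzyme DMSO wells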
Target sequence (Q9NZ20 whole entry, looked up): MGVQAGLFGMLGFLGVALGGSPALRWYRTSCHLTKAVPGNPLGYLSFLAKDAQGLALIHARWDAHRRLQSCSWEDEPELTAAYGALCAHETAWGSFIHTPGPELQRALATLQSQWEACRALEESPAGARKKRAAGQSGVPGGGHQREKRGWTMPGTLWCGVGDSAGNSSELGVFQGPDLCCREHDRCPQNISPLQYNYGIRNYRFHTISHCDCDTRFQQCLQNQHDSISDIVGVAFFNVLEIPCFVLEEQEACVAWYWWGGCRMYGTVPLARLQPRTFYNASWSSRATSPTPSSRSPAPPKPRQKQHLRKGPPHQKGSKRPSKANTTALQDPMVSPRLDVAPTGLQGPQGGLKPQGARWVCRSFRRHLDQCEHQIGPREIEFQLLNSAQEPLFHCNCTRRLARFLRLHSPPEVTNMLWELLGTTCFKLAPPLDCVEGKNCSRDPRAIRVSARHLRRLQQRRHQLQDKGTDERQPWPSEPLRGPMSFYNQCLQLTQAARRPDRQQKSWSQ
PLC-beta3 inh – blocks human PLC-beta3 enzyme activity; Q01970; Purified PLC-beta3, fluorogenic substrate, fluorescence; inhibition, % at 12.2 µM; 370,000 compounds, 0.18% hits; AID 720704; in the data active = inhibition above about 11%;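 also: 0% = median of compound wells on plate and 100% = full blocker control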
An asterisk follows results filed as active; . = no result given.

SMILES	ADAM17 inh	hgDAF12 agonist	ssDAF12 agonist	hcDAF-12 act	ADAM10 inh	GAA850 FXN act	DAX1 inh-1	DAX1 inh-2	PLCg1 inh	HGIII-sPLA2 inh	PLC-beta3 inh
Cc1ccc(S(=O)(=O)N(CC(=O)Nc2ccccc2C(=O)O)c2ccccc2C)cc1	-4	-2.1	-0.5	-1.3	6	0.8	1.1	0.8	-4	-26	-7
O=C(COC(=O)c1ccccn1)NCc1cccs1	3	2.2	-0.8	3.2	-1	3.6	-0.5	-0.5	0	0	-2
O=C(NNS(=O)(=O)c1ccc(Cl)cc1)c1ccc(S(=O)(=O)N2CCCCC2)cc1	5	0.1	-0.5	-1.8	19	-0.9	1.4	-0.2	5	-31	11*
CCOC(=O)CNS(=O)(=O)CCN1C(=O)c2ccccc2C1=O	0	2.5	-1.6	-0.9	-2	0.0	-0.2	0.8	-1	-2	2
Cc1cc2c(cc1S(=O)(=O)N1CCN(c3ccccc3)CC1)OCCN2C	2	0.1	-1.4	-0.7	-3	-0.6	0.6	-0.6	2	7	2
COc1cccc(/C=C/C(=O)Nc2cccc(C(C)=O)c2)c1OC	1	9.8	-1.4	0.4	-5	4.8	-0.1	1.5	-39	-12	-49
COCCN(CCOC)S(=O)(=O)c1ccc(C(=O)Nc2ccc(S(=O)(=O)Nc3nccc(C)n3)cc2)cc1	-2	-5.5	-0.3	-1.7	-4	-1.8	1.2	0.7	-2	-3	2
Cc1cc(C)n(-c2ncnc3ccccc23)n1	1	-1.2	-1.1	0.0	-7	0.7	0.6	-0.1	-1	-4	-3
Cc1cc[n+](CC(=O)c2ccc(NC(=O)c3ccccc3)cc2)cc1	2	-1.6	-1.2	-1.0	5	2.9	0.7	-0.6	2	-3	-1
Cc1ccccc1NC(=O)CSc1ccsc1[N+](=O)[O-]	-3	-1.2	-1.0	-0.3	-3	-3.7	-1.0	-1.5	2	-1	-3
COc1ccc(NC(=O)N(C)C[C@H]2Oc3ccc(NC(=O)C4CCCCC4)cc3C(=O)N([C@H](C)CO)C[C@@H]2C)cc1	-3	0.2	-1.1	-1.2	-8	1.9	0.2	0.0	-1	-1	0
COC(=O)c1cc(OC)c(OC)cc1NC(=O)c1ccc(OC)c(OC)c1	0	-2.8	0.0	-0.8	0	1.9	0.0	-0.7	-1	-5	2
O=C(Nc1ccc(-n2nncc2-c2ccco2)cc1)c1ccc(F)cc1	-2	-3.0	-1.9	-1.1	8	-0.5	-0.8	0.1	0	-9	0
COc1ccc(C2CC(c3ccc4ccccc4c3)=NN2C(=O)CN2C(=O)CCC2=O)cc1 (stereo unspecified)	-5	2.2	-1.7	0.2	3	1.1	1.2	0.1	-5	-13	-3
c1ccc(-c2cc3n(c2)CCc2ccccc2-3)cc1	-4	5.9	0.2	3.3	-5	-6.0	-0.9	-0.6	-6	1	-6
COc1ccc(CN2CCNC(=O)C2CC(=O)NCCc2c[nH]c3ccccc23)c(OC)c1 (stereo unspecified)	0	0.4	-1.3	0.3	2	-0.9	1.1	0.9	-1	-19	-4
CC(=O)c1c(C)nn(CC(O)COc2ccc3c(c2)CCC3)c1C (stereo unspecified)	-1	-2.0	-2.1	-2.8	-2	0.8	-0.7	-0.8	-2	-8	-2
O=C(Cc1ccccc1)NC(Nc1ccccc1)C(Cl)(Cl)Cl (stereo unspecified)	-3	-2.2	-1.3	0.4	1	-0.2	-0.3	-0.3	8	-2	-2
NC(=O)C1CCN(c2oc(-c3ccccc3F)nc2S(=O)(=O)c2ccc(Cl)cc2)CC1	-2	1.1	-0.6	-0.6	7	-0.1	1.8	0.0	5	10	4
Cc1ccc2nc(-c3ccc(F)cc3)c(Cc3cccc(F)c3)n2c1	-16	11*	-0.2	4.0	-76	.	.	4.8*	-8	-1	-13
O=C(C(=O)N1CCN(C(=O)Cc2ccccc2)CC1)c1cccc(C(F)(F)F)c1	-2	-0.8	-0.8	-1.0	0	.	.	0.0	0	-7	0
CCCCC1CCC(C(=O)N(C)CC(=O)Nc2cccc(F)c2)CC1 (stereo unspecified)	0	2.2	-0.8	0.2	8	0.3	0.3	-1.3	0	1	-5
Cc1ccc(S(=O)(=O)N(CC(=O)N/N=C\c2cccs2)c2cccc3cccnc23)cc1	-1	-3.0	-0.5	-1.0	1	1.2	-0.8	-0.8	-2	-2	2
COCCCNc1ccn2nc(-c3cc(OC)c(OC)c(OC)c3)cc2n1	-37	-1.1	-1.3	-0.4	-125	-2.0	.	-1.8	-91	11	-118
Oc1ccc(CCc2ccccn2)cc1	-1	4.1	-1.2	2.7	-11	4.3	-0.8	1.8	-3	1	-1
NC(=O)CCCc1nc(-c2ccccc2)no1	-2	-1.2	-1.0	1.4	10	-0.6	1.7	0.0	-2	3	-7
CC1=C(C(=O)Nc2ccccc2)C2(CCCCC2)C(C(N)=O)C(=S)N1 (stereo unspecified)	-3	-2.5	-1.2	-0.2	-3	-1.5	0.1	0.6	1	8	-2
COc1cc(C(=O)OCC(=O)N2CCC(C)CC2)cc2c1OCCO2	-2	-1.6	-0.9	-0.2	-12	-0.9	0.4	-2.0	1	8	1
COc1ccc(-n2nnc3c(=O)n(CC(=O)NCC4CCCO4)cnc32)cc1 (stereo unspecified)	5	0.6	-1.5	0.6	-6	-1.9	0.2	-0.6	2	5	0
Cc1ccccc1OCCn1nc(C(=O)O)c2ccccc2c1=O	-4	-2.0	-1.2	-2.3	-5	1.7	-0.4	-0.7	-2	-1	-2
Cc1occc1-c1nnc(SCC(=O)c2ccc(F)cc2)o1	-1	3.0	-1.4	2.3	2	1.2	1.5	-0.3	2	-40	5
Cc1ccc(NC(=O)c2ccco2)c(NC(=O)c2ccccc2C)c1	-2	0.3	-0.9	-0.2	2	-4.2	1.1	0.1	0	1	-7
O=c1[nH]c2ccccc2nc1-c1nnnn1Cc1ccccc1	-109	-2.6	-0.3	2.0	-414	.	.	-0.2	-214	-6	-299
O=C(NC1CCCCC1)NC1CCN(S(=O)(=O)c2ccc3c(c2)OCCO3)CC1	-6	2.7	-0.9	-0.8	-11	-0.2	-0.9	0.8	0	6	-1
Cc1ccc(S(=O)(=O)c2c(C)cc(C)nc2Cl)cc1	-4	-1.8	-1.6	-1.7	0	0.8	0.3	0.4	-2	-5	1
COc1ccc(N(S(=O)(=O)c2ccccc2)S(=O)(=O)c2ccccc2)c(N)c1	2	-2.0	-1.1	-1.6	16	-0.2	0.0	-0.2	0	0	-3
O=c1[nH]c(C2CCCN(S(=O)(=O)c3ccccc3)C2)nc2c1nnn2Cc1ccccc1F (stereo unspecified)	-2	-1.8	-1.0	-2.1	0	3.7	0.8	-0.2	0	-8	2
c1ccc(-c2nnc(OCc3cccnc3)c3ccccc23)cc1	-6	0.3	-0.6	-1.8	-7	0.3	1.1	-0.7	-1	-9	4
CCCNC(=O)c1n[nH]c2c1CC(C(C)(C)CC)CC2 (stereo unspecified)	2	1.0	-1.9	-2.4	9	2.6	0.9	-0.2	6	5	4
CCc1ccc2[nH]c(=O)c(C(c3nnnn3CCOC)N3CCN(c4ccccc4)CC3)cc2c1 (stereo unspecified)	-11	-1.4	-1.3	-2.0	-25	-1.0	0.5	-1.6	-4	-20	-6
O=C(C(c1ccccc1)c1ccccc1)N1CCN(Cc2ccco2)CC1	-4	-1.2	-0.9	0.6	-1	0.8	0.9	0.1	-3	2	2
Cc1c(C(=O)OCC(C)C)[nH]c2c1C(=O)CC(c1cccs1)C2 (stereo unspecified)	-1	1.9	-1.3	-1.6	-1	0.2	0.4	-2.0	-4	2	-4
CCOC(=O)CC1=C(C(=O)OCC)C(c2cccs2)C(C#N)=C(N)O1 (stereo unspecified)	-11	-2.3	-1.2	-1.2	-28	-0.7	-1.2	-0.4	-18	-16	-20
O=S(=O)(c1cccc(S(=O)(=O)N2CCN(c3ncccn3)CC2)c1)N1CCOCC1	-6	-1.1	-1.5	-0.9	1	2.4	-0.5	-0.2	-4	1	-2
O=S1(=O)N=C(N/N=C/c2ccccn2)c2ccccc21	-3	3.9	-1.1	0.4	12	0.4	-0.4	-0.4	-3	9	-7
CCCN(CC1CC1)C(=O)CSc1nnc(-c2ccncc2)n1-c1ccc(OC)cc1	-1	0.7	-0.8	-1.8	-2	.	.	-0.8	2	-1	1
O=C(NC(=S)Nc1nc(-c2cccc([N+](=O)[O-])c2)cs1)c1ccccc1Cl	2	-4.8	-1.6	-1.6	-8	0.5	.	0.2	0	7	-1
Cc1ccc(NC(=O)CN(C)C2CCCCC2)cc1Br	-2	-0.7	-1.6	-1.2	-4	-0.1	-0.6	0.3	3	-5	-6

Looked up by compound from the entries so far, four records:
SMILES	ADAM17 inh	hgDAF12 agonist	ssDAF12 agonist	hcDAF-12 act	ADAM10 inh	GAA850 FXN act	DAX1 inh-1	DAX1 inh-2	PLCg1 inh	HGIII-sPLA2 inh	PLC-beta3 inh
COc1ccc(-n2nnc3c(=O)n(CC(=O)NCC4CCCO4)cnc32)cc1 (stereo unspecified)	5	0.6	-1.5	0.6	-6	-1.9	0.2	-0.6	2	5	0
CC1=C(C(=O)Nc2ccccc2)C2(CCCCC2)C(C(N)=O)C(=S)N1 (stereo unspecified)	-3	-2.5	-1.2	-0.2	-3	-1.5	0.1	0.6	1	8	-2
O=C(COC(=O)c1ccccn1)NCc1cccs1	3	2.2	-0.8	3.2	-1	3.6	-0.5	-0.5	0	0	-2
Cc1ccc(NC(=O)CN(C)C2CCCCC2)cc1Br	-2	-0.7	-1.6	-1.2	-4	-0.1	-0.6	0.3	3	-5	-6

Further results follow:
SMILES	ADAM17 inh	hgDAF12 agonist	ssDAF12 agonist	hcDAF-12 act	ADAM10 inh	GAA850 FXN act	DAX1 inh-1	DAX1 inh-2	PLCg1 inh	HGIII-sPLA2 inh	PLC-beta3 inh
Cc1c(O)ccc2c(O)c(NC(=O)c3ccc4c(c3)CCC(C)(C)O4)c(=O)oc12	-3	-1.0	-0.9	1.0	2	3.8	1.2	0.1	1	-1	-4
NC(=O)c1ccc(NC(=O)COC(=O)c2ccccc2Nc2ccccc2)cc1	-3	-0.3	-1.2	-0.5	-2	0.6	-0.6	-0.1	-6	0	-7
O=C(COC(=O)c1ccco1)NC12CC3CC(CC(C3)C1)C2	-6	3.6	-0.2	-0.4	-6	1.4	0.7	0.4	1	0	2
Cc1ccc(SCC(=O)Nc2cccc(C)c2)cc1	-1	-1.7	-1.2	-0.8	-5	1.4	0.7	1.3	4	-6	3
O=C(O)CCCNc1n[nH]c(=O)[nH]c1=O	0	2.4	-1.1	-0.3	4	0.4	-0.5	0.1	3	4	6
C=CCc1cc(Cl)ccc1OCCCNC(C)C	-5	-1.1	-0.7	-1.2	-12	0.1	-0.1	-0.4	5	23*	0
O=C(NCc1ccccn1)c1ccccc1-c1ccccc1	-1	-0.9	-1.0	-0.5	-2	0.9	0.7	-0.1	1	0	0

Hits appear at their usual frequency; about 6.9% have a hit in one of these screens.
